# Granule exo inh: lytic granule exocytosis inhibition; TALL-104 LAMP-1 surface exposure, flow cytometry; cells stimulated with thapsigargin and PMA; inhibition, % at 10 µM; hit rate 0.66% among 360,000; AID 651702;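 active means inhibition above about 55%, limit read from the data; inconclusive means no clear call, values can overlap the other calls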
# HTR2A ag: activates the mouse 5-HT2A serotonin receptor. AID 624169. activation, % at 7.6 µM. CHO-K1 mHTR2A beta-arrestin complementation, luminescence; percent of 30 µM serotonin response. P35363. hit rate 0.66% among 360,000;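 active means activation above a run cutoff, the mean activation of all tested compounds plus 3 SD, cut at about 14% in these data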;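 further: 0% = plate median of compound wells and 100% = 30 µM serotonin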
# Target sequence (P35363 whole entry, looked up): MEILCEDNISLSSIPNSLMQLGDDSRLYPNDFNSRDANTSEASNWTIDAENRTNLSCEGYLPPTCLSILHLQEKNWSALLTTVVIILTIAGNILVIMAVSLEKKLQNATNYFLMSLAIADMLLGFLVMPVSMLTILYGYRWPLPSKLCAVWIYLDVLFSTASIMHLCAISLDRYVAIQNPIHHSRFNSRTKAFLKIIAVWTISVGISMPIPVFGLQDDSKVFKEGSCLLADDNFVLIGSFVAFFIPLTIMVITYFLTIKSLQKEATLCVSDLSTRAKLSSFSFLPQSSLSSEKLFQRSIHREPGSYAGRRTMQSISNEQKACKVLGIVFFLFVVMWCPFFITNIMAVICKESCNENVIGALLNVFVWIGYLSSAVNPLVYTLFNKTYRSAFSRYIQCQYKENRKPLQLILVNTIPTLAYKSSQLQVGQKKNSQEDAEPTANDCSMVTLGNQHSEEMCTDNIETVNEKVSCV
# H9c2 protect: protects H9c2 cardiomyocytes from peroxide injury | H2O2 injury protection, ATPLite, 2 h | protection from H2O2 cell death, % at 20 µM | hit rate 0.63% among 360,000;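 active means compounds giving at least 50% protection of heart cells from peroxide-induced death in the single-dose screen, raw or plate-pattern-corrected value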;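 further: 0% = DMSO wells with peroxide and 100% = DMSO wells without peroxide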
# CaV13 FRET inh: Disruptors of the CACNA1D IQ motif to Ca2+-dependent inactivation inhibitor domain association, primary screening, Förster resonance energy transfer in intact living …; HEK cells, CFP/YFP FRET ICDI-IQ, plate reader, 10 min; percent FRET-ratio fall versus neutral wells; inhibition, % at 12.3 µM; hit rate 0.098% among 340,000; AID 743397;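 active means mean replicate inhibition of at least 30% and at least 1% of replicates passing that level; inconclusive means only one of the two criteria is met; inactive means neither criterion is met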;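 further: 0% = median of the neutral control wells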
# Vif imaging: blocks HIV Vif function; HEK293T cells, Vif self-association by quenched fluorescence, imaging, 24 h; inhibition, % at 7.49 µM; hit rate 0.35% among 340,000; AID 602346; in the data active means inhibition above about 50%, passing the limit was not always enough; inconclusive means no clear call, values can overlap the other calls; inactive means below about 31%; further: some results filed as inactive read as strong as hits
# aDG glyco act: alpha-DG glycosylation activation; Pro5-aDG cells, alpha-DG glycosylation AlphaScreen (IIH6); 0% Pro5, 100% B10-LARGE cell signal; activation, % at 10 µM; hit rate 0.22% among 360,000; AID 624168;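 active means activation of at least 8% versus controls, or a plate z-score of at least 8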;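 further: Pro5 are CHO cells carrying HIG-tagged alpha-DG that lacks glycosylation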
# PDI turbidity: blocks human protein disulfide isomerase activity. P07237. PDI insulin aggregation turbidity, A650, 90 min. inhibition, % at 10 µM. hit rate 0.052% among 350,000;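 active means mean inhibition across replicates of 30% or more, whatever share of single replicates reach that level; inconclusive means mean inhibition below 30% while every single replicate reaches 30%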;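 further: absorbance from insulin aggregation driven by PDI reduction with DTT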
# Target sequence (P07237 whole entry, looked up): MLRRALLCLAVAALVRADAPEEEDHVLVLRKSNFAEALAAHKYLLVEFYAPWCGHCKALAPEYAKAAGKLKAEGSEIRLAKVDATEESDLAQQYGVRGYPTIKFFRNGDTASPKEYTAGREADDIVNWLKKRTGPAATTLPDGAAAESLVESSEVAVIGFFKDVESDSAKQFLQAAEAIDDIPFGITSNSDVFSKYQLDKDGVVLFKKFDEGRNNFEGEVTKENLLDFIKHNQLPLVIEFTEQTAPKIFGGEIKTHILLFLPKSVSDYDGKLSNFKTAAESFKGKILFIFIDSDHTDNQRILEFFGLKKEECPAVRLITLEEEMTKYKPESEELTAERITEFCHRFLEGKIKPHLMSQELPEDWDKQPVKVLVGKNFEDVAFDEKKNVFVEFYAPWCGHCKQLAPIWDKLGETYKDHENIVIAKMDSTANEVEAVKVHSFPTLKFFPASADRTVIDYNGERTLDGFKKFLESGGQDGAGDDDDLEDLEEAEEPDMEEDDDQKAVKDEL
# Glyco luc inh: N-linked glycosylation inhibition | hit rate 0.23% among 360,000 | D54 ERlucT glycosylation luciferase reporter, 24 h; percent of 100 nM tunicamycin response | reporter increase, % at 12.5 µM;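 active means mean luciferase reporter signal, scaled so untreated is 0 and the glycosylation-blocking control 100, at or above a set limit in every replicate; inconclusive means mean reaches the limit but not every replicate does; inactive means mean below the limit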;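 further: luciferase carries N-glycosylation sites so blocking glycosylation raises the light; 0% = median of neutral control wells and 100% = median of 100 nM tunicamycin wells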
# iPSC survival up: increases survival of single human iPS cells; hiPSC single-cell survival, ATPlite luminescence; 100% = ROCK inhibitor wells, 0% = DMSO; survival enhancement, % at 20 µM; hit rate 0.044% among 360,000; in the data active means survival enhancement above about 18%;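 further: cells exposed to compounds for 16 hours before the ATP read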
# ABCB6 inh 2: blocks the human ABCB6 transporter | K562-ABCB6 porphyrin accumulation, flow cytometry, 1 h; hits give low values | fluorescence ratio to DMSO, % at 10 µM | hit rate 0.19% among 360,000 | AID 602162;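 active means fluorescence ratio to DMSO below 75%, the collection mean minus 3 SD; inconclusive means too few cells collected in the well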;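 further: signal is porphyrin accumulated inside mitochondria; 100% equals median channel fluorescence of DMSO control wells; lower ratio means ABCB6 inhibition with less porphyrin fluorescence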
# An asterisk follows results filed as active; ? = inconclusive; · = no result given.
Compound	Granule exo inh	HTR2A ag	H9c2 protect	CaV13 FRET inh	Vif imaging	aDG glyco act	PDI turbidity	Glyco luc inh	iPSC survival up	ABCB6 inh 2
CCCCn1c(N)c(N(CC(C)C)C(=O)c2cc(C)nc3ccccc23)c(=O)[nH]c1=O	-3	-7	-1	-14	0	-0.5	5	1	-0.2	99
O=C(N/N=C/c1ccc(C(=O)O)cc1)C1=NNC(c2ccccc2)(c2ccccc2)C1	-2	0	14	-5	1	-0.3	-2	-1	0.2	94
COCCNC(=O)CSCc1nc(-c2ccc(SC)cc2)oc1C	-3	0	1	-3	-7	0.0	-1	-1	0.2	98
Cc1cc(C(=O)N/N=C/c2cn[nH]c2-c2ccccc2)cs1	-1	1	5	-2	-3	-0.1	6	-1	-0.8	101
CSc1nc(C)[nH]c(=O)c1C#N	6	5	0	0	1	0.0	9	1	1.3	103
O=C(O)CC(CCc1ccccc1)OC1OC(CO)C(O)C(O)C1O (stereo unspecified)	-6	-2	8	·	-15	-0.1	·	1	-3.1	100
CCCC(=O)Nc1ccc(-c2csc(N/N=C\c3ccncc3)n2)cc1	13	6	2	-19	-26	-0.3	-5	-5	-0.6	90
O=C(Nc1cccc(C(F)(F)F)c1)C1CCCN1S(=O)(=O)c1cccc2cccnc12 (stereo unspecified)	36	-2	-10	-7	-22	1.2	12	-1	1.8	103
NC(=O)CC[C@H](NC(=O)c1ccc(F)cc1)C(=O)OCC(=O)Nc1ccc(N2CCOCC2)cc1	8	-6	10	·	0	0.0	16	3	4.3	96
CCOc1ccc(NC(=O)N2CCN(CC)CC2)cc1	0	5	-2	-8	17	0.0	1	3	-1.7	101
Cc1cc(C)n(-c2nc(C(=O)O)cs2)n1	-5	-1	5	-4	6	-0.3	6	2	1.8	102
Cc1ccc(Sc2ncccc2C(=O)O)c(C)c1	-1	3	4	-5	-2	-0.2	-2	2	-1.8	103
Cc1cccc(NC(=O)CSc2cccc[n+]2[O-])c1C	-6	-4	9	-5	31	0.0	-4	0	1.0	94
COc1ccc(-c2nc(-c3ccc(NC(=O)c4ccncc4)cc3)no2)cc1OC	-3	6	37	·	-12	0.1	-8	0	2.3	96
O=C(c1ccccc1)C(Sc1ncn[nH]1)c1ccccc1 (stereo unspecified)	8	5	8	-5	23	-0.1	-20	1	5.9	116
CC(=O)N(CCC(c1ccco1)C(C)C)Cc1ccc(Cl)cc1 (stereo unspecified)	1	-1	3	-39	5	0.0	1	1	-0.3	106
Cc1cc(C(=O)CN2CCCC2)c(C)n1-c1ccc(Cl)cc1	2	-3	1	-4	-2	0.0	4	-5	-0.7	100
Cc1ccc(N2C(=O)CCSC23C(=O)Nc2ccccc23)cc1 (stereo unspecified)	-3	-1	4	-4	1	0.4	-4	-5	0.0	98
CCCCc1c(O)nc(SC2CC(=O)N(c3ccc(C(=O)OCC)cc3)C2=O)[nH]c1=O (stereo unspecified)	4	-2	4	6	3	0.0	0	1	-0.7	101
O=C1NCC(COc2ccc(Cl)cc2)O1 (stereo unspecified)	-3	1	6	2	0	-0.3	-2	1	11	94
O=C1CC(N2CCN(S(=O)(=O)c3cccc(C(F)(F)F)c3)CC2)C(=O)N1Cc1ccccc1 (stereo unspecified)	1	0	2	-2	4	0.1	7	1	1.2	90
COC(=O)CN(c1ccc(F)cc1)S(=O)(=O)c1ccc2c(c1)OCCO2	2	-3	-2	-7	-2	-0.2	-7	1	2.1	97
Cc1c(NC(=O)C(C)Oc2ccc(Br)cc2)c(=O)n(-c2ccccc2)n1C (stereo unspecified)	2	10	2	-6	-7	0.1	-6	1	0.6	90
CC1CCN(C(=O)c2ccccc2NC(=O)c2cccc(S(=O)(=O)N(C)C)c2)CC1	6	-1	-3	·	6	0.1	-1	4	-0.6	99
CCC(=O)N1CCCc2cc(S(=O)(=O)N3CCN(C4CCCCC4)CC3)ccc21	-4	-4	-14	-4	17	0.1	7	-3	-3.1	98
Cc1cccc2nc(CSc3ccccc3C(=O)O)cn12	-3	-1	10	4	-1	-0.2	2	-1	4.7	97
Cc1cccc(C)c1NC(=O)c1ccc2sc([C@H]3C[C@H](O)[C@@H](CO)O3)nc2c1	-6	-4	-4	-6	5	-0.1	10	0	-1.2	99
Cn1nc(-c2ccc(Cl)cc2)c2cc(C(=O)N3CCCC3)sc21	-11	22*	10	14	-27	0.3	-4	7	1.8	103
CC(C)(C)OC(=O)CC(S(=O)(=O)c1ccccc1)S(=O)(=O)c1ccccc1	47	0	-26	-5	-4	-0.3	-12	-1	-4.8	102
CC(C)CN1CCN(Cc2nc3ccccc3s2)CC1CCO (stereo unspecified)	8	-3	5	-6	2	0.1	2	-2	0.4	101
CC(C)Cn1c(N)c(C(=O)COC(=O)c2cnc(Cl)c(Cl)c2)c(=O)n(C)c1=O	3	3	-12	-2	-5	0.3	8	5	-0.6	101
O=C(NC1CCCC1)C1CCCN(S(=O)(=O)c2cnc[nH]2)C1 (stereo unspecified)	-3	0	3	10	13	0.1	1	1	-1.3	102

# Entries from the list above with a thiophene ring, fused or not:
Compound	Granule exo inh	HTR2A ag	H9c2 protect	CaV13 FRET inh	Vif imaging	aDG glyco act	PDI turbidity	Glyco luc inh	iPSC survival up	ABCB6 inh 2
Cc1cc(C(=O)N/N=C/c2cn[nH]c2-c2ccccc2)cs1	-1	1	5	-2	-3	-0.1	6	-1	-0.8	101
Cn1nc(-c2ccc(Cl)cc2)c2cc(C(=O)N3CCCC3)sc21	-11	22*	10	14	-27	0.3	-4	7	1.8	103

# (further entries)
Compound	Granule exo inh	HTR2A ag	H9c2 protect	CaV13 FRET inh	Vif imaging	aDG glyco act	PDI turbidity	Glyco luc inh	iPSC survival up	ABCB6 inh 2
Cc1ccc2c(c1)[nH]c1c(=O)n(CCN3CCNCC3)cnc12	-2	-5	7	·	4	0.0	-2	-3	5.4	105
CCOC(=O)CNC(=O)CSc1nnc(CCc2nc3ccccc3[nH]2)n1C	-6	2	3	-20	?	-0.1	-11	3	-0.7	97
CCN(CC)C(=O)[C@H]1CC(CC(=O)NCCCn2ccnc2)C(=O)N2CCc3c([nH]c4ccccc34)[C@]12C (stereo partly specified)	-9	13	6	-3	·	0.0	-2	3	4.8	98
COc1ccc(/C(O)=C2/C(=O)C(=O)N(c3ccccn3)C2c2ccc(C(C)C)cc2)cc1 (stereo unspecified)	5	-2	-6	-20	-12	0.0	-3	6	0.8	89
CCC(C)NC(=O)C1CCN(c2nc(OC)nc(OC)n2)CC1 (stereo unspecified)	-2	2	-2	-3	-6	0.0	22	0	-2.0	98
CC(NC(=O)Nc1ccccc1)C(c1ccccc1)N1CCOCC1 (stereo unspecified)	-1	2	5	-2	4	-0.1	7	-2	-3.1	98
O=C(Cn1cc2c(n1)CCCC2)NC1CCCCCC1	4	-1	12	-10	-4	0.2	·	-1	-0.5	104
Cc1ccccc1C(=O)Nc1nnc(-c2ccco2)s1	10	0	-9	-7	8	0.2	5	-19	-1.7	98
O=C(CSc1ccccc1C(=O)O)NC1CCCCCCC1	2	-1	2	-3	11	-0.1	-3	0	-1.7	95
CC(=O)N1CCCc2cc(S(=O)(=O)N3CCCC(C(=O)N4CCN(c5cc(C)ccc5C)CC4)C3)ccc21 (stereo unspecified)	4	2	-3	-7	-5	1.4	1	-2	0.0	104
CC(C)CNC(=O)C1(C)CCCN1Cc1ccccc1OC(F)F (stereo unspecified)	-2	2	-2	-5	-2	-0.2	1	-2	1.9	105
CCN(c1ccccc1)S(=O)(=O)c1ccc(C(=O)Nc2cc(C)ccn2)cc1	3	-2	4	-6	0	0.0	6	-1	0.3	92
CCCc1nc2c([nH]1)C(c1cccnc1)C(C#N)=C(N)O2 (stereo unspecified)	1	10	3	-2	6	-0.1	2	4	-0.9	98
COc1ccccc1NC(=O)CN1CCN(C(=O)c2ccco2)CC1	1	-2	0	·	9	0.9	7	-1	1.9	101
CC(=O)N1CCN(C(=S)c2ccc([N+](=O)[O-])cc2)CC1	0	2	6	-5	1	0.0	2	1	-0.8	185
Cc1ccccc1C(=O)NC(=S)Nc1ccccc1N1CCCC1	-3	-3	-18	-5	-11	-0.4	4	-5	-1.6	88
CC1(C(=O)NS(=O)(=O)c2ccccc2)CCN1C(=O)C1(c2ccc(Cl)cc2)CCC1 (stereo unspecified)	-7	14	10	-6	7	0.7	19	0	1.8	91
CS(=O)(=O)c1cnc2c(-c3ccc(F)cc3)cnn2c1N	-2	5	-8	-4	2	0.2	-12	-6	-2.2	100
O=C(Nc1ccc2c(c1)OCO2)C1CC(c2ccccc2O)=NO1 (stereo unspecified)	-10	-3	-5	-21	-6	0.1	-2	0	-0.1	98
Cc1cccc(NS(=O)(=O)c2ccc(C)c(C(=O)NCc3ccccn3)c2)c1	-2	2	2	-6	-1	-0.4	0	-1	0.4	106
Nc1nonc1C(=Nc1ccc(Br)cc1)NO	-2	-2	-3	-3	-5	0.0	-4	-1	-0.9	99
CCc1nc(N2CCN(CC(=O)NCC3CCCO3)CC2)c(C#N)c2c1COC(C)(C)C2 (stereo unspecified)	-1	2	-1	-4	-13	-0.4	-2	0	0.1	94
Cc1nc2nc(C)c(CCC(=O)N3CCOCC3)c(C)n2n1	0	1	-1	-5	8	0.2	7	-1	18	94
Cc1ccc2nc(-c3ccncc3)cc(C(=O)Nc3ccncc3)c2c1	0	15*	2	-6	2	1.3	-4	30*	0.5	102
O=C1CCCN2N=C(SCC(=O)Nc3cccc(F)c3)SC2=N1	-9	0	-7	-5	-4	0.6	7	1	-0.3	103
CCc1nnc(NS(=O)(=O)c2ccc(N=Cc3c(C)[nH]n(-c4ccc(Cl)cc4)c3=O)cc2)s1	8	8	-14	-2	-5	0.0	22	0	-1.0	103
COc1ccc(C(=O)NCC(C)NC(=O)c2ccc(OC)c(Br)c2)cc1Br (stereo unspecified)	4	-5	-2	-8	-1	0.0	0	0	1.2	104
Cc1ccc(NC(=O)N2CCCC2C(=O)NCc2ccc3c(c2)OCO3)cc1 (stereo unspecified)	24	4	4	-21	-4	-0.1	8	0	-0.6	99
O=C(CN(Cc1ccc(F)cc1)C(=O)CNS(=O)(=O)c1ccc(Cl)cc1)NCC1CCCO1 (stereo unspecified)	-2	-7	-2	-2	1	0.1	1	3	2.2	94
Cc1ccc(C(=O)OC2CCS(=O)(=O)c3sccc32)cc1 (stereo unspecified)	-4	-2	-7	-1	-10	0.0	-9	3	-1.1	104
COc1ccccc1N(CC(=O)Nc1ccc2c(c1)OCCO2)S(=O)(=O)c1ccc(C)cc1	73*	1	4	-3	-9	0.0	-4	-2	-0.3	99
COc1ccc(NC2=NCCC(=O)N2Cc2cccs2)cc1	0	7	-2	-5	-12	0.1	-8	2	-1.3	101
CC(C)(CN1CCCC1)NC(=O)C1CCC(=O)N(CCCN2CCOCC2)C1 (stereo unspecified)	4	0	-1	-5	-4	0.3	-16	1	-0.4	93

# Source: PubChem BioAssay (several laboratories)
